Compound activity from PubChem BioAssay.
TR-FRET SRC-2 ct: TR-FRET signal artefacts, primary screen, artefact control for PPARgamma SRC-2 agonist project, biochemical. TR-FRET artefact counter-screen; hits give high values. TR-FRET ratio at 8 µM. 0.4% of 200,000 active; in the data active = TR-FRET ratio above about 2000; note: inactives centre near 1500
PPARg SRC2 recr: agonists of PPARg-SRC-2 recruitment, primary screen, biochemical, HTS. PPARgamma LBD-SRC-2 recruitment. activation, % at 8 µM. Peroxisome proliferator-activated receptor gamma (Homo sapiens), P37231. 0.34% of 200,000 active; in the data active = activation above about 22%;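 note: 0% = vehicle and 100% = reference agonist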
Target sequence (P37231 whole entry, looked up, the tested form may be a part): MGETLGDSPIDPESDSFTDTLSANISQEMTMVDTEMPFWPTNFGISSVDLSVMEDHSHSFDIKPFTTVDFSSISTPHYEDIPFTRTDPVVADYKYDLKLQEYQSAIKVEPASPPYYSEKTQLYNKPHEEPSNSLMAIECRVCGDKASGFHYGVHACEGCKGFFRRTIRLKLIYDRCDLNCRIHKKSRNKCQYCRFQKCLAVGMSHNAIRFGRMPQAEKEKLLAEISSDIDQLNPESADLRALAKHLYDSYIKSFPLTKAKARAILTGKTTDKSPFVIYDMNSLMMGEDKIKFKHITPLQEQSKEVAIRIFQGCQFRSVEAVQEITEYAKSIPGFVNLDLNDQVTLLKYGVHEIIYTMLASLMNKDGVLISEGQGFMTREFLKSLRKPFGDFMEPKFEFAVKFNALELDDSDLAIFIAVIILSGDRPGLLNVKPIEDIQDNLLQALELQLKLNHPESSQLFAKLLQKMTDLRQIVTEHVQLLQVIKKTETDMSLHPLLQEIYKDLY
PPARg SRC-3 ag: PPARgamma agonists recruiting SRC-3 coactivator, primary screen, biochemical. biochemical PPARgamma/SRC-3 coactivator recruitment assay. activation, % at 8 µM. 0.26% of 200,000 active. AID 731, 2007; in the data active = activation above about 23%;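 note: 0% = DMSO and 100% = reference agonist; some compounds past the cut are filed as inactive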
ROMK primary: ROMK potassium channel modulators, primary screen, cell-based, thallium flux, MLSMR library | AID 1918, 2009 | ATP-sensitive inward rectifier potassium channel 1 (Homo sapiens), P48048 | B-score at 10 µM | Tet-inducible ROMK, thallium flux fluorescence; actives lie on both sides | 2% of 130,000 active;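 active = signal ratio slope over the read window, or its plate-corrected B-score, at least 3 SD from the plate mean, either direction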;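 note: B-score of the F/F0 ratio slope over 7 to 12 s after thallium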
bIAP inhibitor: bovine intestinal alkaline phosphatase inhibitors, primary screen, selectivity assay for TNAP inhibitor project, biochemical, bovine IAP, CDP-star luminescence; purified bovine IAP, 30 min; inhibition, % at 20 µM; 190,000 tested, under 10 active; AID 1019, 2008;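 active = over 50% inhibition of intestinal alkaline phosphatase at 20 µM in the single-dose screen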
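test system = bovine IAP enzyme | medium = DEA buffer 100 mM, pH 9.8, with MgCl2 1.0 mM, ZnCl2 0.02 mM | detection = luminescence | dosing = single compound dose of 20 µM, 2% DMSO final | incubation = 30 min reaction at room temperature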
PPARg SRC1 recr: PPARgamma agonists recruiting SRC-1 coactivator, primary screen, biochemical. PPARgamma-SRC-1 coactivator recruitment biochemical assay. activation, % at 8 µM. 0.41% of 200,000 active. AID 631, 2007; in the data active = activation above about 19%;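 note: 0% = DMSO and 100% = reference agonist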
Efa HMGR inh: inhibitors of E. faecalis class II HMGR, primary screen, biochemical, Enterococcus faecalis | purified E. faecalis HMGR, NADPH absorbance 340 nm kinetic | 0.41% of 190,000 active | HMG-CoA reductase (Enterococcus faecalis, mvaE) | inhibition, % at 10 µM | AID 1066, 2008;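 active = inhibition above a set limit, the median over all tested compounds plus 3 SD, cut at about 9.5% in these data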;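 note: enzyme runs in reverse so mevalonate oxidation gives rising NADPH absorbance; 0% = complete reaction with DMSO and 100% = background rate lacking mevalonate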
S1P3 antagonist: S1P3 receptor antagonists, primary screen, cell-based; Sphingosine 1-phosphate receptor 3 (Homo sapiens), Q99500; CHO S1P3 NFAT-BLA reporter, FRET fluorescence, antagonist mode; inhibition, % at 4.98 µM; 0.27% of 170,000 active; AID 485, 2006;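 active = inhibition above the plate cutoff, the mean inhibition of test wells on that plate plus 3 SD, cut at about 28% in these data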;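 note: cells challenged with S1P at its EC80 of 0.8 µM; blue over green emission ratio from cleaved BLA substrate after 4 h stimulation; 0% = S1P-stimulated wells and 100% = unstimulated DMSO-only wells; some compounds past the cut are filed as inactive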
Target sequence (Q99500 whole entry, looked up): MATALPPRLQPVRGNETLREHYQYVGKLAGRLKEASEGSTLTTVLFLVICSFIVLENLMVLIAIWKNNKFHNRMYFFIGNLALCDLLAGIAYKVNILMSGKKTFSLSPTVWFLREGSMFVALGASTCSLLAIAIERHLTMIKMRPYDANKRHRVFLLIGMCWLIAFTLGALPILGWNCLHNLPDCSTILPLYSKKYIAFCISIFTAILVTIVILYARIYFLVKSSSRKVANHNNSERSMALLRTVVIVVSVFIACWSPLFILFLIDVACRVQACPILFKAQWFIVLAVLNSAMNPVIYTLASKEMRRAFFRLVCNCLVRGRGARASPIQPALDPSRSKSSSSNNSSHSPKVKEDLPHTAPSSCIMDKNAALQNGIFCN
RAM inhibit: inhibitors of the yeast RAM network, primary screen, dse1pr::URA3 reporter, 5-FOA selection. S. cerevisiae dse1pr::URA3 reporter, 5-FOA growth OD615, 2 d; analog-sensitive cbk1-as2 kinase mutant strain. inhibition, % at 50 µM. 1.8% of 190,000 active. AID 868, 2007;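 active = inhibition above a set limit, 3 SD over mean compound inhibition, cut at about 8.4% in these data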;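 note: 0% = DMSO-only wells with no growth and 100% = 10 µM 1-NA-PP1 full growth; inhibition rescues growth on 5-FOA so higher OD means more RAM inhibition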
Redox H2O2 prof: compounds producing H2O2 with reducing agent – biochemical, NIH compound library profiling, artefact control for MLSCN library redox annotation, primary screen | 0.03% of 200,000 active | activation, % at 10 µM | DTT-dependent redox cycling H2O2, phenol red/HRP absorbance; 100% = 100 µM peroxide control, 0% = buffer | AID 878, 2007;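 active = activation of at least 50% relative to the plate's high and low controls in the primary single-dose screen; inactive = activation below 50%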;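 note: compound incubated with DTT at 0.8 mM final as the reducing agent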
L major viab: Leishmania major promastigote growth inhibition, primary screen. Leishmania major promastigotes, resazurin fluorescence viability. inhibition, % at 10 µM. 9% of 200,000 active; in the data active = inhibition above about 50%;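 note: promastigotes grown with compound for 44 hours at 28 °C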
* hit, by the source's call; . = no result given.

SMILES	TR-FRET SRC-2 ct	PPARg SRC2 recr	PPARg SRC-3 ag	ROMK primary	bIAP inhibitor	PPARg SRC1 recr	Efa HMGR inh	S1P3 antagonist	RAM inhibit	Redox H2O2 prof	L major viab
COc1cc(OC)c2c(c1)C(=O)OC2	1479	-3	1	.	-3	-2	-6	-5	2.6	0.3	-4
CCOC(=O)C1CCCN(C(=O)CC(C)c2ccccc2)C1 (centres undefined)	1509	3	6	-0.55	-8	2	5	.	1.3	0.1	-4
Cc1nc(SCC(=O)Nc2ccc(F)cc2)c(C#N)c(C)c1CC(=O)c1ccc(Br)cc1	1535	8	8	1.2	13	22*	-7	.	3.9	0.1	-3
CCn1c(C)nc2cc(C(=O)NNC(=O)CCC3CCCC3)ccc21	1632	-1	0	.	.	5	-6	-10	0.6	0.5	-5
NC(=O)C1CCN(CC(=O)c2c[nH]c3ccc(F)cc23)CC1	1459	7	2	.	-2	-3	3	5	0.2	1.3	-2
Cn1c(C(C#N)C(=O)Cc2cccc3ccccc23)nc2ccccc21 (centres undefined)	1370	3	2	.	9	-2	0	.	7.0	-0.3	-9
O=C(NCCc1cccs1)c1ccc(Cl)c(Cl)c1	1728	4	4	-0.49	16	5	-3	-1	2.1	-0.7	9
COc1ccc(S(=O)(=O)NC(CC(=O)NCc2ccco2)C(C)C)cc1 (centres undefined)	1419	4	-3	.	4	-3	-9	-3	0.1	-0.8	-3
Cc1cc(=O)[nH]c(SCC(=O)N(CCC#N)c2ccccc2)c1C#N	1469	3	5	0.18	4	-2	3	-7	3.8	0.0	-9
Cc1ccc(S(=O)(=O)N2CCCC2)cc1[N+](=O)[O-]	1683	-1	4	1.6	42	1	2	2	0.5	-0.3	35
FC(F)(F)c1cccc(N2CCN(C(=S)NCC3CCCO3)CC2)c1 (centres undefined)	1520	-2	-3	0.26	4	6	-3	-16	-1.8	-0.1	9
CCN(CC)S(=O)(=O)c1ccc2c3c(cccc13)C(=O)N2	1656	8	4	.	22	3	-1	16	-0.3	0.1	-1
Cc1ccc(N(CC(=O)O)S(C)(=O)=O)cc1Cl	1648	8	14	.	2	2	-3	-20	1.5	0.3	-6
N#CN(CC(N)=O)c1nc(N2CCCCC2)nc(N2CCCCC2)n1	1418	-11	-3	.	4	3	-4	-8	0.5	0.3	43
O=C(C1CCC(=O)N1C1CCCCC1)N1CCN(c2ccc(F)cc2)CC1 (centres undefined)	1729	2	0	.	1	5	-4	1	0.3	-0.9	-4
COc1cc2c(cc1NC(=O)c1cc(-c3ccncc3)nc3ccccc13)oc1ccccc12	1565	8	3	-0.38	7	2	0	-6	3.2	0.0	2
CC1CC1C(=O)NCCc1ccc(Cl)cc1 (centres undefined)	1537	-2	9	0.75	10	-2	-2	.	-0.8	-0.2	-2
COCCNC(=O)CSc1nc(-c2ccccc2)c(-c2ccccc2)o1	1810	16	18	-0.012	-5	12	-1	.	6.4	-0.3	8
N#CC1=C(N)N2C(=C(C#N)C13CCCCC3)SC1CCCCC12O (centres undefined)	1612	12	-2	.	2	6	2	-2	6.2	-0.4	25
O=C(O)C1CSC2c3ccccc3C(=O)N12 (centres undefined)	1582	1	-1	.	6	-9	3	-21	0.2	-3.3	-3
CNC(=O)C(C)c1ncc(C(F)(F)F)cc1Cl (centres undefined)	1575	9	2	1.4	8	4	-3	-7	1.1	-0.6	-4
COc1ccc(N(C(=O)CNC(=O)c2ccco2)C(C(=O)NC2CCCCC2)c2ccco2)cc1 (centres undefined)	1469	4	0	.	-1	3	-11	13	5.9	2.0	-4
c1ccc(CSc2ccc(-c3ccccn3)nn2)nc1	1733	1	3	-0.19	-5	13	-4	5	1.1	0.0	-13
Fc1cccc(NC(=S)NNc2c3ccccc3nc3ccccc23)c1	2526*	53*	21	0.4	31	45*	1	-16	5.7	-1.9	15
Cn1c(=O)n(C)c2cc(/C=C3/NC(=O)N(Cc4ccccc4)C3=O)ccc21	1470	12	5	0.38	13	8	-2	.	7.3	-0.1	-2
Cc1cc(C(=O)NCc2cccnc2)n(-c2ccccc2)n1	1623	10	4	.	12	2	-5	32	-0.1	-0.6	-6
COc1ccccc1OC(=O)C1CC(=O)N(c2ccc(Cl)cc2)C1 (centres undefined)	1489	11	15	.	2	-4	0	-15	1.0	15	7
CNC(=O)COC(=O)c1ccc(NS(=O)(=O)c2ccc3c(c2)OCCO3)cc1	1664	2	2	-0.69	5	1	-2	10	1.7	-0.8	-7
N#Cc1ccc(N2C(=O)[C@@H]3C(C(=O)C(c4ccccc4)c4ccccc4)=NN[C@@H]3C2=O)cc1	1650	3	1	-0.2	17	2	0	0	3.3	-0.3	28
CSc1ccccc1-n1nnnc1SCC(=O)Nc1cc(C)ccc1C	1439	10	1	0.046	36	2	-3	.	3.5	-0.1	18
CCOC(=O)c1c(NC(=O)Cn2nnc3ccccc32)sc2c1CCC(C)C2 (centres undefined)	1565	6	-4	.	14	3	1	-16	4.1	-0.6	13
Cc1ccccc1C(=O)NCC(=O)Nc1ccccc1C(F)(F)F	1466	4	-3	0.09	-4	-9	-6	5	-1.9	0.4	18
Cc1ccc(-n2nnnc2SCC(=O)Nc2ccc3c(c2)COC3=O)cc1C	1452	7	2	.	8	10	-5	-8	2.3	-0.5	0
Cc1nn(Cc2ccc(Cl)cc2)c(C)c1NC(=O)c1noc2c1CCCCC2	1588	9	5	.	0	7	-8	-12	1.7	-2.5	10
CC(=O)Nc1ccc(NC(=O)COC(=O)c2ccc(C)s2)cc1	1548	-3	4	-0.014	9	-1	-7	.	2.1	0.2	-1
COc1cccc(/C(O)=C2/C(=O)C(=O)N(c3cc(C)on3)C2c2cccs2)c1 (centres undefined)	1752	5	-6	-0.23	-1	10	5	-6	4.6	2.8	-7
N#C/C(=C\C1CC2C=CC1C2)c1nc2ccccc2[nH]1 (centres undefined)	1492	6	1	.	5	7	-3	.	1.9	0.2	56*
Cc1ccccc1-n1c(=O)c(C#N)cc2c(=O)n3ccccc3nc21	1281	-6	-10	0.41	-6	5	0	.	2.6	0.2	4
Cc1ccc(C(=O)OCC(=O)NCc2ccc3c(c2)OCO3)s1	1467	2	8	.	6	2	-3	-10	1.1	1.6	-6
C=C(C)COc1ccc(-c2[nH]ncc2-c2ccc(OC)c(OC)c2)c(O)c1	1612	1	7	3.8*	3	6	4	43	14*	3.1	15
CC(=O)c1cccc(NC(=O)COC(=O)c2cccs2)c1	1594	0	0	-0.074	-7	-2	-10	-24	1.5	-0.1	-6
O=C(NCCSCc1ccco1)Nc1cccc(Cl)c1	1574	1	-5	-0.15	41	4	1	2	2.6	-3.5	3
N/C(Cn1nnc(-c2ccccc2)n1)=N\O	1407	5	2	.	0	-3	-1	19	0.3	3.2	-6
Cc1cccc(OCCCC(=O)NC(C)c2ccccc2)c1 (centres undefined)	1421	0	-6	-0.41	5	3	-2	.	0.9	-0.1	3
NC(=O)c1nn(-c2ccccc2)nc1N	1642	6	-10	.	-4	9	-3	-22	0.4	-0.4	-2
CCOC(=O)N1CCC(c2nc3ccccc3[nH]2)CC1	1649	4	4	.	12	-1	-1	-31	1.6	0.2	0
Cc1ccccc1NC(=O)C1CC(=O)N(c2ccc3c4c(cccc24)CC3)C1 (centres undefined)	1559	11	-2	.	-9	3	-1	.	0.8	-1.1	-5
O=C(CNC(=O)C1CCCCC1)Nc1ccc(F)c(Cl)c1	1689	-1	0	0.45	-4	13	3	17	1.6	0.5	-4
FC(F)(F)c1cc(-c2cccs2)nc2ncnn12	1489	1	4	0.18	5	-1	-1	-15	0.6	0.0	-7
c1ccc(CNc2nc3ccccc3n2CCN2CCOCC2)nc1	1661	1	-4	0.46	-3	3	-1	-41	0.6	2.4	-2

Reformatted: entries from further up
| canonical_smiles | TR-FRET SRC-2 ct | PPARg SRC2 recr | PPARg SRC-3 ag | ROMK primary | bIAP inhibitor | PPARg SRC1 recr | Efa HMGR inh | S1P3 antagonist | RAM inhibit | Redox H2O2 prof | L major viab |
| --- | --- | --- | --- | --- | --- | --- | --- | --- | --- | --- | --- |
| Cn1c(C(C#N)C(=O)Cc2cccc3ccccc23)nc2ccccc21 (centres undefined) | 1370 | 3 | 2 | . | 9 | -2 | 0 | . | 7.0 | -0.3 | -9 |
| O=C(NCCc1cccs1)c1ccc(Cl)c(Cl)c1 | 1728 | 4 | 4 | -0.49 | 16 | 5 | -3 | -1 | 2.1 | -0.7 | 9 |
| COc1ccc(S(=O)(=O)NC(CC(=O)NCc2ccco2)C(C)C)cc1 (centres undefined) | 1419 | 4 | -3 | . | 4 | -3 | -9 | -3 | 0.1 | -0.8 | -3 |
| Cc1cc(=O)[nH]c(SCC(=O)N(CCC#N)c2ccccc2)c1C#N | 1469 | 3 | 5 | 0.18 | 4 | -2 | 3 | -7 | 3.8 | 0.0 | -9 |
| Cc1ccc(S(=O)(=O)N2CCCC2)cc1[N+](=O)[O-] | 1683 | -1 | 4 | 1.6 | 42 | 1 | 2 | 2 | 0.5 | -0.3 | 35 |
| FC(F)(F)c1cccc(N2CCN(C(=S)NCC3CCCO3)CC2)c1 (centres undefined) | 1520 | -2 | -3 | 0.26 | 4 | 6 | -3 | -16 | -1.8 | -0.1 | 9 |
